# BCR signal inh – chronic active BCR signaling inhibition; AID 493014; hit rate 0.05% among 340,000; ABC-DLBCL IkBa-CBG/CBR reporter, luminescence ratio, 4 h; Potency, µM (top dose mostly 46.1 µM), for inactives: at the top dose ratio change, negative = lower green/red ratio, hits mostly inhibitors; active = well fitted inhibition curve with a large enough effect in the signal ratio, with a control signal flat, not every such curve was filed as active; inconclusive = small, poorly fitted or top-dose-only effect, or effect the other way, or a change in a side signal; the % refers to the signal ratio;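 also: potency is read from the fitted curve at half-maximal effect; plate controls were basal doxycycline-induced cells for no effect and cells given 10 µM MG132 for full effect; MG132 reads +100%, hits lower the ratio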
#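 Compounds up to 46 uM were incubated four hours with TMD8 cells whose green CBG68 luciferase is fused to IkappaBalpha; red CBR luminescence normalised the signal, and concentration-effect curves were fitted to fusion, red and ratio data.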
# KCNH2 WT inh – KCNH2 (human, wildtype) channel inhibition; U2OS, BacMam KCNH2, thallium flux FluxOr; active compounds read low; activity change, % at 1.84 µM; hit rate 0.37% among 340,000;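 active = maximum activity change below -70%; inconclusive = maximum activity change between -70% and -50%; inactive = maximum activity change above -50%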; also: % is scaled to controls: 0 for no effect and ±100 for the full control effect
#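 U2OS cells were transduced with wild-type KCNH2 virus (2.03 x 10^8 / mL) for 4 h at room temperature, then cultured overnight at 37 C. Thallium flux was read with FluxOr dye. Rate constants were normalized to DMSO controls.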
# MBNL1-CUG inh – MBNL1-poly(CUG) RNA binding inhibition; Q9NR56; TR-FRET MBNL1-His/biotin-(CUG)12 binding, 665/545 ratio; Potency, µM (titrated, usually from 57.5 µM), inactives show at the top dose activity change, negative = inhibition, most hits filed as inhibitors; hit rate 0.036% among 280,000; active = well fitted inhibition curve with a large enough effect in the signal ratio, with a control signal flat, not every such curve was filed as active; inconclusive = small, poorly fitted or top-dose-only effect, or effect the other way, or a change in a side signal; inactive = no such curve, though single readings can be large or run the other way; the % refers to the signal ratio; also: potency is read from the fitted curve at half-maximal effect; % is scaled to controls: 0 for no effect and ±100 for the full control effect
#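 Inhibition of protein-RNA binding appears as loss of TR-FRET between terbium anti-His antibody on MBNL1-His and streptavidin-XL665 on biotin-(CUG)12. Activity is normalized to buffer-only and uninhibited-complex controls.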
# PKM2 act – activators of human pyruvate kinase M2; P14618; purified PKM2, Kinase-Glo ATP luminescence, activation; response scale: 0% is enzyme alone, no compound; Potency, µM (top dose mostly 57.5 µM), for the others: at the highest dose activation, most hits filed as activators; hit rate 0.34% among 260,000; also: potency is read from the fitted curve at half-maximal effect; % is scaled to controls: 0 for no effect and ±100 for the full control effect; nearly all actives have a fitted effect of over 55% in size
# Target sequence (P14618 whole entry, looked up): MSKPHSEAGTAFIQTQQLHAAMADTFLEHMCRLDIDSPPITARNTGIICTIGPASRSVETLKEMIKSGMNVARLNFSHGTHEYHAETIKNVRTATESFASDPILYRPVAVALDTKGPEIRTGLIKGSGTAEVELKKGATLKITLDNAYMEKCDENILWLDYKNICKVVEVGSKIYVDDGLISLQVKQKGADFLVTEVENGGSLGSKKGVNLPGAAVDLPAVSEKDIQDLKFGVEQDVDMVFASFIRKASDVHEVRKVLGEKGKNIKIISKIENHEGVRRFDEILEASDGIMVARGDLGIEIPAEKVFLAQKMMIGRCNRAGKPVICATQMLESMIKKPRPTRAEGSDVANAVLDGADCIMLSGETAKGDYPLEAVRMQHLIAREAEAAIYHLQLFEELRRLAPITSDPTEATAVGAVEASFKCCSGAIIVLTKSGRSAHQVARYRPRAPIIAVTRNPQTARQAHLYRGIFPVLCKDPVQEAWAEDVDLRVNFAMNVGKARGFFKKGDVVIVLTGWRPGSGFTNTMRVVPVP
#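 Purified hPK-M2 (>95%) run at intermediate activity with 0.1 mM ADP and 0.5 mM PEP in 50 mM imidazole pH 7.2, KCl, MgCl2; 1 h room temperature. ATP formed read by Kinase-Glo luminescence; normalized to uninhibited and no-enzyme controls.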
# Mito fusion yeast – inhibitors of mitochondrial division or activators of mitochondrial fusion; S. cerevisiae fusion-defective mutant growth rescue, CellTiterGlo 48 h; Potency, µM (doses to about 46.1 µM), without a hit: at the highest dose growth rescue (activation), actives largely listed as activators; hit rate 0.23% among 320,000; AID 485298;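 also: potency is read from the fitted curve at half-maximal effect; % of control where 0% means no effect; nearly all actives have a fitted effect of over 45% in size; temperature-sensitive fusion mutants such as fzo1-1 at 37 °C on non-fermentable ethanol glycerol medium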
#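 S. cerevisiae fusion-defective temperature-sensitive mutants (e.g. fzo1-1, mgm1-5) grown 48 h at 37C in YPEG (ethanol/glycerol non-fermentable) medium with 23 nl compound per well; growth rescue read as CellTiterGlo luminescence.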
# TSHR antag – human thyrotropin receptor antagonism; activity change, negative = inhibition, % at 11.5 µM; TSHR-expressing cells, TSH-stimulated cAMP HTRF, 2 h; active compounds read low; P16473; hit rate 0.2% among 330,000; AID 504810;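 active = activity change below a set negative limit, meaning inhibition stronger than a set level, cut at about -70% in these data; inconclusive = activity change between two set negative limits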; also: % is scaled to controls: 0 for no effect and ±100 for the full control effect
#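 Competitive HTRF cAMP read-out (cryptate anti-cAMP antibody, cAMP-d2; 30 min, room temperature) in freshly harvested TSHR cells. Compounds added before TSH at EC80 (4nM final), followed by 2 hours' incubation at 37 deg C.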
# Menin-MLL TR inh – menin-MLL binding inhibition, Texas Red mutant peptide; Potency, µM (highest dose often 61.6 µM), for the others: at the top dose FP activity change, negative = inhibition, hits mostly inhibitors; Menin + Texas Red MLL mutant peptide, fluorescence polarization; hit rate 0.23% among 270,000; active = well fitted inhibition curve with a large enough effect in the polarisation, with a control signal flat, not every such curve was filed as active; inconclusive = small, poorly fitted or top-dose-only effect, or effect the other way, or a change in a side signal; inactive = no such curve, though single readings can be large or run the other way; the % refers to the polarisation; also: potency is read from the fitted curve at half-maximal effect; % of control where 0% means no effect; many of its hits are not listed in these tables
# USP2a inh – blocks human ubiquitin-specific protease USP2a | hit rate 0.01% among 330,000 | Potency, µM (top dose mostly 38.3 µM), for inactives: top-dose activity change, negative = inhibition, hits mostly inhibitors | USP2 core, Ub-CHOP2 coupled fluorogenic reporter, 485/531 | AID 463254 | O75604;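 also: potency is read from the fitted curve at half-maximal effect; plate controls were DMSO wells for no effect and full inhibition by NEM control for full effect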
#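 Deubiquitinase activity read as fluorescence (485/531 nm) after Ub-CHOP2 cleavage activates the enterokinase reporter on its substrate; USP2 core 10nM, Ub-CHOP2 and substrate 25nM each, 30min compound preincubation then 60min RT; data normalized to NEM, curves fitted.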
# ASM inhibitor – inhibitors of human secretory acid sphingomyelinase. P17405. placental ASM, HMU-PC fluorogenic substrate, 60 min. Potency, µM (series often up to 57.5 µM), for inactives: at the top dose activity change, negative = inhibition, most hits filed as inhibitors. hit rate 0.006% among 340,000. AID 504937; also: potency is read from the fitted curve at half-maximal effect
#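 Fluorogenic HMU-PC substrate (9 uM final) is turned over by placental ASM in 60 min at 37 C after a 10 min compound preincubation. Reaction ended by alkaline stop (pH 10), with fluorescence read at 386/447 nm.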
# GALK inhibitor – galactokinase (human) inhibition; Potency, µM (series often up to 57.5 µM), inactives show at the highest dose activity change, negative = inhibition, most hits filed as inhibitors; hit rate 0.007% among 270,000; AID 1868; Purified GALK, Kinase-Glo residual ATP luminescence; also: potency is read from the fitted curve at half-maximal effect; % is scaled to controls: 0 for no effect and ±100 for the full control effect
#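 Kinase-Glo Plus luminescence measured ATP left after a 1 h room-temperature reaction. The reaction used 5 nM GALK, 100 uM galactose and 35 uM ATP at pH 8.0 (20 mM HEPES, 5 mM MgCl2, 60 mM NaCl, 1 mM DTT, 0.01% BSA).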
# Eya2 phos inh – Eya2 (human) phosphatase inhibition; recombinant Eya2, OMFP fluorescence dephosphorylation (OMFP is methylfluorescein phosphate); Potency, µM (doses to about 76.9 µM), for the others: at the highest dose activity, negative = inhibition, actives largely listed as inhibitors; hit rate 0.006% among 330,000; also: potency is read from the fitted curve at half-maximal effect; % is scaled to controls: 0 for no effect and ±100 for the full control effect
# Target sequence (O00167 whole entry, looked up): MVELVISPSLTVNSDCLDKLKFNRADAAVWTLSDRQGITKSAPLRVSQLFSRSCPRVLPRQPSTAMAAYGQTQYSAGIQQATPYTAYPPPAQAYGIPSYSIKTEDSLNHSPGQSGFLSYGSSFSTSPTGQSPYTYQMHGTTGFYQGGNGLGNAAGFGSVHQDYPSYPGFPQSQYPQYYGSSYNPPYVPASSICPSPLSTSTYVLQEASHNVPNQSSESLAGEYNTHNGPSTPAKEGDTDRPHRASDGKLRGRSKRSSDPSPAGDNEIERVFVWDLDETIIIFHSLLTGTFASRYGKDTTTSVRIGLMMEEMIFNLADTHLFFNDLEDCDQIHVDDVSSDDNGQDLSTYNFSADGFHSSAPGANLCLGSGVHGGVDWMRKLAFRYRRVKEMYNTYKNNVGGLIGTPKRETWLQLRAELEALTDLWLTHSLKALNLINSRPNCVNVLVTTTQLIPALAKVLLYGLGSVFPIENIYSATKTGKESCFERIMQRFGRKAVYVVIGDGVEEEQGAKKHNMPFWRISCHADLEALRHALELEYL
#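 Eya2 protein (added as 0.2 uM solution) was preincubated with compound for 10 min at ambient temperature in 50 mM HEPES pH 7.5, 50 mM NaCl, 5 uM MgCl2, 0.05% BSA, 1 mM DTT. OMFP (added at 50 uM) then reacted 10 min; fluorescence read at 485/525 nm.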
# * hit, by the source's call; ? = inconclusive; · = not tested or not shown; [ ] = remark or other dose. Unless noted, calls follow the shape of the dose curve; as a rule, active = well fitted curve in the direction sought with a large enough effect; inconclusive = small, poorly fitted or top-dose-only effect, or another doubt; inactive = no such curve, though single readings can be large; an effect the other way counts as inactive or inconclusive.
# Order of values – BCR signal inh, KCNH2 WT inh, MBNL1-CUG inh, PKM2 act, Mito fusion yeast, TSHR antag, Menin-MLL TR inh, USP2a inh, ASM inhibitor, GALK inhibitor, Eya2 phos inh
Cc1ccc(C)c(N2CCN(C(=O)c3cc4ccccc4oc3=O)CC2)c1
 : -1%, 1, 13%, 6%, 2%, 13, -10%[11.7 µM], -1%, 0%, 0%, -3%
O=C(CN1C(=O)COc2ccccc21)N(Cc1cccnc1)Cc1cccc(F)c1
 : ?, -8, ?, -2%, 3%, -3, -1%, -1%, 3%, -2%, 9%
CC(=O)Nc1cc(C(=O)N2CCCC2)ccc1Sc1ccc(Cl)cc1
 : ?, -9, -1%, -10%, -1%, -10, -3%, 3%, 1%, -2%, -2%
CC1CCN(S(=O)(=O)N2CCC(C(=O)NCCC3=CCCCC3)CC2)CC1
 : -2%, -6, -5%, -7%, 0%, 7, -16%, 0%, -4%, 8%, 0%
O=C(Nc1cccnc1)C1CCN(S(=O)(=O)c2ccc(Cl)cc2)CC1
 : 0%, 0, -2%, -1%, 3%, 1, 7%, -2%, 2%, 0%, -9%
COC(=O)N(C)c1nc2ccccc2s1
 : ?, -2, 8%, -3%, 0%, 2, -4%, -4%, 7%, 5%, -6%
CCOC(=O)c1c(C)[nH]c(C(=O)COC(=O)CCSc2ccccc2)c1C
 : -1%, -2, -7%, -3%, -5%, 5, 5%, 4%, -9%, 0%, 3%
O=C(Nc1ccc(-n2nncc2-c2ccco2)cc1)c1cc2ccccc2oc1=O
 : 1%, 10, 16%, 20%, 4%, 12, 1%, 0%, -4%, -1%, 5%
CC1CCN(C(=O)CSc2nnc(Cc3cc(=O)[nH]c(=O)[nH]3)n2-c2ccc(Cl)cc2)CC1
 : -2%, -2, -2%, -2%, -4%, -1, -3%, 8%, 4%, 1%, 10%
S=C(N/N=C/c1ccc(Cl)cc1)N1CCOCC1
 : 7%, 18, 13%, -4%, -7%, 1, 14%, -5%, -1%, 1%, 5%
C=CCn1c(SCC(=O)NC2CCCCC2)nc2ccccc2c1=O
 : 4%, ?, -1%, 10%, -4%, -2, -6%, 4%, 3%, -1%, 2%
CN1/C(=C\C=O)C(C)(C)c2ccccc21
 : 1%, 0, -2%, 3%, 3%, 1, -1%, 1%, 11%, 8%, -10%
O=C(CN1C(=O)NC2(CCOc3ccccc32)C1=O)c1ccc(Cl)cc1 (stereo unspecified)
 : -11%, 24, ·, ·, 17%, 1, ·, 3%, -6%, ·, -1%
Cc1cccc(C)c1NC(=O)CN(C)C(=O)CC1Sc2ccccc2NC1=O (stereo unspecified)
 : -12%, -5, ·, ·, -1%, -7, ·, -2%, 0%, ·, 18%
COc1ccc(C(=O)NCCCOc2cccc(NC(C)=O)c2)cc1
 : 5%, -2, ·, -2%, 2%, 3, ·, -2%, -2%, -2%, -29%
CC(C)C(=O)Nc1ccc(C(=O)NC2CCSC2=O)cc1 (stereo unspecified)
 : 0%, -5, -2%, -1%, -2%, -5, 6%, 0%, -1%, -1%, -9%
Cc1ccc(C(=O)O)cc1NC(=O)c1cccs1
 : ?, 6, -22%, -10%, 9%, -22, 0%, -2%, 2%, 0%, -1%
O=c1nc2n(c3cc(Cl)c(S(=O)(=O)N4CCOCC4)cc13)CCCCC2
 : -1%, 19, -4%, 0%, 1%, -4, 0%, 1%, -2%, 0%, -16%
Cc1cccc(OCC(=O)NCCNC(=O)c2ccco2)c1
 : -1%, 3, -2%, 4%, -9%, -9, 6%, 6%, -1%, 15%, 0%
COC(=O)c1c(NC(=O)CN2CCC3(O)CCCCC3C2c2cc(OC)ccc2OC)sc(C)c1C (stereo unspecified)
 : -1%, -6, -5%, -2%, -2%, 8, -5%, -1%, -10%, 0%, -1%
O=C(CN1C(=O)c2ccccc2S1(=O)=O)Nc1ccccc1C(=O)NCc1ccco1
 : 8%, 2, 25%, -1%, -3%, -14, 1%, 3%, 0%, -3%, 2%
CC(CCc1ccccc1)NC(=O)COC(=O)c1cccn1C (stereo unspecified)
 : -3%, 0, ·, ·, 6%, -6, ·, 1%, 5%, ·, -16%
CCn1c(=O)n(CC)c2cc(S(N)(=O)=O)c(C)cc21
 : 12%, -20, -10%, 1%, -2%, 8, 7%, 3%, 0%, -3%, -15%
CCCOc1ccc(/C=C/c2c([N+](=O)[O-])c(=O)n(C)c(=O)n2C)cc1
 : -1%, 10, 10%, 2%, -2%, -15, -7%, 5%, -1%, 1%, -8%
Cn1cc(CC(=O)N2CCN(c3ccc(Cl)cc3)CC2)c2ccccc21
 : ?, -1, -4%, 7%, 13%, -7, ·, 2%, ?, -1%, -14%
CCOC(=O)C1CCN(S(=O)(=O)c2c(C)[nH]c(C)c2C(=O)N2CCCC2)CC1
 : 3%, -1, -10%, ·, -4%, 17, 20%, -1%, 0%, -2%, ?
C=C(C)C1CC=C(C)/C(=N/NC(=O)COc2ccc(Cl)cc2)C1 (stereo unspecified)
 : -1%, -3, -4%, -5%, -1%, 4, -3%, -5%, 2%, -1%, -2%
Cc1c(C)c(C)c2[nH]c(=S)[nH]c2c1C
 : -2%, -2, 16%, -2%, -6%, -5, ·, 0%, -1%, -1%, -1%
CC(C)(C)n1cnc2cc(NS(=O)(=O)c3ccccc3)ccc21
 : 8%, -11, -3%, -12%, 1%, 23, 17%, 0%, 2%, 0%, 12%
CCn1cc(C(=O)N[C@H](C(=O)NC(C)(C)CO)C(C)C)c(=O)c2cc3c(cc21)OCO3
 : 1%, -11, -1%, ·, 4%, 0, -9%, 5%, 5%, -1%, 3%
O=C(NNC(=O)c1cccc([N+](=O)[O-])c1)c1ccncc1
 : ?, 0, ?, 0%, -4%, -1, 13%, 2%, 5%, 4%, 1%
CCc1ccc(NC(=O)c2ccc(NC3=NC4CS(=O)(=O)CC4S3)cc2)cc1 (stereo unspecified)
 : ?, -9, -3%, ·, -1%, 0, ·, 0%, -8%, -3%, 5%
COc1ccc(CN2CC(COCc3ccccc3)Oc3ccccc3S2(=O)=O)cc1 (stereo unspecified)
 : 7%, 4, ·, ·, ·, -4, ·, 4%, 0%, ·, -11%

# Whole records as entered above. Values in the order: BCR signal inh | KCNH2 WT inh | MBNL1-CUG inh | PKM2 act | Mito fusion yeast | TSHR antag | Menin-MLL TR inh | USP2a inh | ASM inhibitor | GALK inhibitor | Eya2 phos inh
# `COC(=O)c1c(NC(=O)CN2CCC3(O)CCCCC3C2c2cc(OC)ccc2OC)sc(C)c1C` (stereo unspecified) is listed as -1% | -6 | -5% | -2% | -2% | 8 | -5% | -1% | -10% | 0% | -1%
# `CC(CCc1ccccc1)NC(=O)COC(=O)c1cccn1C` (stereo unspecified) is listed as -3% | 0 | · | · | 6% | -6 | · | 1% | 5% | · | -16%
# `CN1/C(=C\C=O)C(C)(C)c2ccccc21` is listed as 1% | 0 | -2% | 3% | 3% | 1 | -1% | 1% | 11% | 8% | -10%

# 3 entries already listed, ordered by their value in Eya2 phos inh, low to high.
mol	Eya2 phos inh
O=C(Nc1cccnc1)C1CCN(S(=O)(=O)c2ccc(Cl)cc2)CC1	-9%
COC(=O)N(C)c1nc2ccccc2s1	-6%
CC1CCN(C(=O)CSc2nnc(Cc3cc(=O)[nH]c(=O)[nH]3)n2-c2ccc(Cl)cc2)CC1	10%

# Some of the compounds tested, so the mix of outcomes need not match the whole.
